HP1b binding inh: HTS for Inhibitors of HP1-beta Chromodomain Interactions with Methylated Histone Tails; Chromobox protein homolog 1 (Homo sapiens), P83916; AlphaScreen HP1-beta / biotin-H3K9me3 peptide binding; 390,000 tested, 0.56% active; Potency, µM (series often up to 114 µM), inactives show top-dose activity change, negative = inhibition, most hits filed as inhibitors; note: potency is the fitted concentration of half-maximal effect; nearly all actives have a fitted effect of over 70% in size; inactives centre near 23
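Compound inhibition of the preformed complex between 50 nM HP1-beta and 50 nM biotinylated H3K9me3 peptide was read by AlphaScreen. Buffer was PBS pH 7.4 with 0.01% Tween-20. Incubations ran 30 min at room temperature, with 10 ug/mL donor/acceptor beads.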
rTrxR1 inhibitor: qHTS Assay for Inhibitors of Mammalian Selenoprotein Thioredoxin Reductase 1 (TrxR1): qHTS; AID 588453, 2011; 390,000 tested, 1% active; Thioredoxin reductase 1, cytoplasmic (Rattus norvegicus), O89049; recombinant rTrxR1, NADPH fluorescence consumption, selenite substrate; Potency, µM (top dose mostly 114 µM), for the others: at the highest dose activity change, negative = inhibition, most hits filed as inhibitors; note: potency is the fitted concentration of half-maximal effect; % is set by controls: 0 for no effect and ±100 for the full control effect; nearly all actives have a fitted effect of over 65% in size
Target sequence (O89049 whole entry, looked up): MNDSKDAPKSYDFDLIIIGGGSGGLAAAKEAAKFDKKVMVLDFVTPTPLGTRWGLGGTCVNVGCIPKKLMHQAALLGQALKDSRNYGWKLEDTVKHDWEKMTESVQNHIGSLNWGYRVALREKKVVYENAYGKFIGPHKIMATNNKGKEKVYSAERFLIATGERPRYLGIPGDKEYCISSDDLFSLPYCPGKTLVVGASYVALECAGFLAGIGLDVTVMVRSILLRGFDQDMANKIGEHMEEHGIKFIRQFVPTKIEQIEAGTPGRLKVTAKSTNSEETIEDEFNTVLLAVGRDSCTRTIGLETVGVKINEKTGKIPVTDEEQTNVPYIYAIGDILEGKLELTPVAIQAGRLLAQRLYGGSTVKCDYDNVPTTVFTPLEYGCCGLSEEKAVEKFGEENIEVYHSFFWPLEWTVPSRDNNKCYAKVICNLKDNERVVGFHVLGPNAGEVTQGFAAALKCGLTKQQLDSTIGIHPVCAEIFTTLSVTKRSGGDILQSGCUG
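Rat TrxR1 (90 nM in the dispensed reagent) was pre-reduced with 400 uM NADPH for 5 min at room temperature, then incubated with compound for 15 min. After 400 uM selenite was added, NADPH fluorescence (Ex 340/Em 450 nm) was followed for 8 min.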
PI4K2A inh: qHTS for small molecular inhibitors of PI4K2A; purified PI4K2A, ADP-Glo luminescence, 1 h; stronger effect = lower value; activity change, negative = inhibition, % at 76.9 µM; 420,000 tested, 0.13% active; AID 1346378, 2018; in the data active = activity change below about -50%; inconclusive = mostly about -30% to -49%;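 note: -100% = wells without enzyme as full effect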
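ADP-Glo luminescence measured ADP generated by PI4K2A enzyme (4 ug/mL before mixing) with 1.2 mM PI substrate (pre-mix) and 300 microM ATP (pre-mix). Tris pH7.5 buffer with MgCl2, Triton X-100; 1 h reaction at ambient temperature.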
USP1-UAF1 inh: Inhibitors of USP1/UAF1: Primary Screen; recombinant USP1/UAF1, Ub-Rhodamine cleavage fluorescence; Ubiquitin carboxyl-terminal hydrolase 1 (Homo sapiens), O94782; Potency, µM (doses to about 57.1 µM), for the others: at the highest dose activity change, negative = inhibition, usual class: inhibitors; 390,000 tested, 0.23% active; note: potency is the fitted concentration of half-maximal effect; % is set by controls: 0 for no effect and ±100 for the full control effect; nearly all actives have a fitted effect of over 60% in size; inactives centre near -12
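In this screen, compounds sit with the deubiquitinase complex (1nM) for 15 min at room temperature before Ub-Rho is added at 150nM final. Fluorescence rise is then followed for 6 reads every 60 seconds.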
Pin1 inhibitor: qHTS Assay to Find Inhibitors of Pin1; Peptidyl-prolyl cis-trans isomerase NIMA-interacting 1 (Homo sapiens), Q13526; Pin1 FP peptide displacement, HiFluor488, 10 min; Potency, µM (series often up to 115 µM), inactives show top-dose activity, negative = inhibition, usual class: inhibitors; 390,000 tested, 0.009% active; AID 504891, 2011; active = well fitted inhibition curve with a large enough effect in the polarisation, with a control signal flat, not every such curve was filed as active; inconclusive = small, poorly fitted or top-dose-only effect, or effect the other way, or a change in a side signal; inactive = no such curve, though single readings can be large or run the other way; the % refers to the polarisation; note: potency is the fitted concentration of half-maximal effect; % is set by controls: 0 for no effect and ±100 for the full control effect
Target sequence (Q13526 whole entry, looked up): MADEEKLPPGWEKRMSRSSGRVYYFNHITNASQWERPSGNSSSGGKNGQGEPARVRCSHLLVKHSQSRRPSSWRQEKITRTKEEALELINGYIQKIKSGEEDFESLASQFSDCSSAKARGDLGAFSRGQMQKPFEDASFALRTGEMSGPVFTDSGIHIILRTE
GLS inhibitor: qHTS for Inhibitors of Glutaminase (GLS); Glutaminase kidney isoform, mitochondrial (Homo sapiens), O94925; GLS enzymatic activity, qHTS titration; Potency, µM (titrated, usually from 45.5 µM), inactives show at the top dose activity change, negative = inhibition, usual class: inhibitors; 410,000 tested, 0.21% active; note: potency is the fitted concentration of half-maximal effect; % is set by controls: 0 for no effect and ±100 for the full control effect
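hKGA in 45 mM KH2PO4 pH 8.2, 0.02% Tween-20 with pin-transferred compounds; 1 mM L-glutamine (stock) plus glutamate oxidase/HRP/Amplex Red coupling added. Fluorescence read initially and after 30 min at RT.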
TrxR1 substrate: qHTS Assay for Substrates of Mammalian Selenoprotein Thioredoxin Reductase 1 (TrxR1): qHTS; Thioredoxin reductase 1, cytoplasmic (Rattus norvegicus), O89049; purified TrxR1 substrate turnover, NADPH consumption readout; Potency, µM (titrated, usually from 114 µM), without a hit: at the top dose activity change, negative = substrate turnover; 390,000 tested, 0.01% active; AID 588456, 2011; note: potency is the fitted concentration of half-maximal effect; % is set by controls: 0 for no effect and ±100 for the full control effect; nearly all actives have a fitted effect of over 50% in size
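Rat TrxR1, dispensed at 90 nM, was prereduced with 400 uM NADPH (final) for 5 min at ~22 deg C, then incubated with compound 15 min before 400 uM selenite. A first-read NADPH fluorescence drop versus no-compound background flagged substrates.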
mIDH1 inhibitor: qHTS for Inhibitors of mutant isocitrate dehydrogenase 1 (IDH1): qHTS; Isocitrate dehydrogenase [NADP] cytoplasmic (Homo sapiens), O75874; IDH1-R132H enzyme, NADPH consumption, diaphorase/resazurin fluorescence; Potency, µM (titrated, usually from 76.6 µM), inactives show at the top dose activity change, negative = inhibition, most hits filed as inhibitors; 390,000 tested, 0.093% active; note: potency is the fitted concentration of half-maximal effect; % is set by controls: 0 for no effect and ±100 for the full control effect; nearly all actives have a fitted effect of over 65% in size
Target sequence (O75874 whole entry R132H, stated change not applied): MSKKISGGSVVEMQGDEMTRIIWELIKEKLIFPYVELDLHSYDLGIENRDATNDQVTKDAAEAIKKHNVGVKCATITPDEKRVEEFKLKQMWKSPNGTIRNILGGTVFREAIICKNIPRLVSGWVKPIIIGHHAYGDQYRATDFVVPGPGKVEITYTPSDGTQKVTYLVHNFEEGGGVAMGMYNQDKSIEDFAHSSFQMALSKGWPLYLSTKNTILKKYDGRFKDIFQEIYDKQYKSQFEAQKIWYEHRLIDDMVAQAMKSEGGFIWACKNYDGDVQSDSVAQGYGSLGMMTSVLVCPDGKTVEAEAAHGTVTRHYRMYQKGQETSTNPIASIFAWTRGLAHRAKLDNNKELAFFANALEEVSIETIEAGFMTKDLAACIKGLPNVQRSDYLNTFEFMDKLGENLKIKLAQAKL
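IDH1-R132H (0.5 ug/mL) preincubated 30 min with compound, then NADPH (0.016 mM) and alpha-KG (2 mM) added; 80 min at RT, pH 7.5. Remaining NADPH coupled via diaphorase/resazurin to fluorescence (540/590 nm); concentration-response curves normalized to no-enzyme control.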
PGK inhibitor: qHTS Assay to Find Inhibitors of Phosphoglycerate Kinase; 380,000 tested, 0.043% active; PGK/GAPDH coupled, Kinase-Glo luminescence, 60 min; AID 602233, 2012; Potency, µM (series often up to 57.5 µM), inactives show at the highest dose activity change, negative = inhibition, actives largely listed as inhibitors; Phosphoglycerate kinase, glycosomal (Trypanosoma brucei brucei), P07378; note: potency is the fitted concentration of half-maximal effect; % is set by controls: 0 for no effect and ±100 for the full control effect; nearly all actives have a fitted effect of over 60% in size
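Recombinant glycosomal PGK reaction used 1,3-bisphosphoglycerate generated in-well by GAPDH (100nM final) in 100mM TEA pH 7.6, 5mM MgCl2, 0.01% Tween-20. After 60 minutes at room temperature, ATP was read by Kinase-Glo Plus luminescence end-point.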
An asterisk follows results filed as active; i = inactive; ? = inconclusive; . = no result given; & = joins results of further samples; [ ] = remark or other dose. Unless noted, calls come from the whole dose curve; as a rule, active = well fitted curve in the direction sought with a large enough effect; inconclusive = small, poorly fitted or top-dose-only effect, or another doubt; inactive = no such curve, though single readings can be large; an effect the other way counts as inactive or inconclusive.

Results follow in this order: HP1b binding inh	rTrxR1 inhibitor	PI4K2A inh	USP1-UAF1 inh	Pin1 inhibitor	GLS inhibitor	TrxR1 substrate	mIDH1 inhibitor	PGK inhibitor
> CC1(C)Cc2c(sc(NC(=O)c3ccccc3Cl)c2C(=O)O)CO1
→ 41%[activator]	17%[57.1 µM]	-4	-20%	-1%	18%	3%[57.1 µM]	16%	-1%
> O=c1cccc2c1c1cc[nH]c3ccc(=O)n2c31
→ 59%[activator]	-8%[57.1 µM]	-3	-9%	1%	-1%	-3%[57.1 µM]	-1%	-9%
> CN(C)C(=O)N1CCN(S(=O)(=O)c2ccc3ccccc3c2)CC1
→ 8%	-8%	-4	3%	1%	9%	-11%	-10%	0%
> CCOCCCNC(=O)c1ccc(OC2CCN(C(C)=O)CC2)c(OC)c1
→ 39%[activator]	15%	-2	?	0%	2%	8%[57.1 µM]	5%	-4%
> O=C(COC(=O)C1COc2ccccc2O1)Nc1cccc(S(=O)(=O)N2CCCCC2)c1 (centres undefined)
→ 3%	29%[57.1 µM]	-2	?	0%	-4%	-5%	1%	i
> CC(=O)Nc1ccc(NC(=O)c2ccccc2Nc2ccccc2)cc1
→ 9%	-5%	4	2%	-8%	0%	1%[0.457 µM]	5%	6%
> OCC(O)C(O)C(O)c1cnn(-c2ccccc2)n1 (centres undefined)
→ 19%	9%	3	1%	0%	5%	7%	-5%	8%
> CCOC(=O)[C@H](CCc1ccccc1)N[C@@H](C)C(=O)N1[C@H](C(=O)O)C[C@H]2CCCC[C@@H]21
→ .	16%[57.1 µM]	4	.	.	-9%&1%	10%[57.1 µM]	.	.
> O=C1NC(c2cccc(OCc3ccccc3)c2)Nc2ccccc21 (centres undefined)
→ 23%	7%[11.4 µM]	0	-9%	-5%	3%	8%[11.4 µM]	-1%	i
> CN1C(=O)c2[nH]nc(-c3ccc(F)cc3)c2C1c1cccc(O)c1 (centres undefined)
→ 16%	-1%	-1	-8%	0%	5%	-6%	2%	3%

Fetched by compound from the entries so far:
Results follow in this order: HP1b binding inh	rTrxR1 inhibitor	PI4K2A inh	USP1-UAF1 inh	Pin1 inhibitor	GLS inhibitor	TrxR1 substrate	mIDH1 inhibitor	PGK inhibitor
> O=C(COC(=O)C1COc2ccccc2O1)Nc1cccc(S(=O)(=O)N2CCCCC2)c1 (centres undefined)
→ 3%	29%[57.1 µM]	-2	?	0%	-4%	-5%	1%	i
> O=C1NC(c2cccc(OCc3ccccc3)c2)Nc2ccccc21 (centres undefined)
→ 23%	7%[11.4 µM]	0	-9%	-5%	3%	8%[11.4 µM]	-1%	i
> CN1C(=O)c2[nH]nc(-c3ccc(F)cc3)c2C1c1cccc(O)c1 (centres undefined)
→ 16%	-1%	-1	-8%	0%	5%	-6%	2%	3%
> CCOCCCNC(=O)c1ccc(OC2CCN(C(C)=O)CC2)c(OC)c1
→ 39%[activator]	15%	-2	?	0%	2%	8%[57.1 µM]	5%	-4%

New compounds follow.
Results follow in this order: HP1b binding inh	rTrxR1 inhibitor	PI4K2A inh	USP1-UAF1 inh	Pin1 inhibitor	GLS inhibitor	TrxR1 substrate	mIDH1 inhibitor	PGK inhibitor
> COc1ccc(Cl)cc1NC(=O)C1CCCN(c2ncnc3onc(C)c23)C1 (centres undefined)
→ 98%[activator]	26%	-2	-17%	-10%	-3%	-1%	15%	-8%
> Cc1ccc(CNS(=O)(=O)N(C)C)cc1
→ 32%[activator]	-17%	1	-12%	-3%	-4%	-10%	8%	i
> CCOP(=O)(OCC)C(NC(=O)Nc1ccc(Cl)c(Cl)c1)C(N)=O (centres undefined)
→ 26%	-13%	4	0%	2%	1%	-15%	-1%	i
> CCCn1c(SCC(=O)N2CCCC2)nc2c1c(=O)n(C)c(=O)n2C
→ 30%	9%	0	-13%	-6%	-4%	5%	2%	-6%
> Cc1c(Cl)cccc1-n1c(-c2cccnc2)n[nH]c1=S
→ 43%[activator]	-14%	-6	-9%	-1%	-2%	8%	13%	-8%
> Cc1ccccc1NC(=O)N1CCC(CN2CCCC2)CC1
→ 32%	-7%	1	10%	-3%	6%	3%	-4%	1%
> Cc1c(C(=O)N2CCCCCC2)c(S(=O)(=O)Nc2cccc(F)c2)c(C)n1C
→ 23%	22%	-5	-19%	6%	-17%	-1%	-5%	-3%
> COc1ccc2[nH]c3c(N4CCN(Cc5ccc6c(c5)OCO6)CC4)ncnc3c2c1
→ -25%	-11%	10	-21%	9%	3%	48%[activator]	8%	i
> Cc1ccc(NC(=O)c2c(C)oc3c2C2=NCCN2C=N3)cc1F
→ 18%	23%[57.1 µM]	0	-6%	0%	3%	3%[57.1 µM]	9%	-6%
> O=C(Cn1nnc(-c2ccncc2)n1)NCCc1ccccc1
→ 19%	14%	-2	-23%	20%	7%	11%	3%	i
> COC(=O)c1cn(NC(=O)c2ccc(OC)c([N+](=O)[O-])c2)c(=O)c2ccccc12
→ 14%	6%[57.1 µM]	5	-14%	0%	6%	-11%	3%	2%
> CCOC(=O)N1CCN(c2cc(=O)n(-c3ccc(OC)cc3)c(=O)[nH]2)CC1
→ 24%	?	2	-3%	-1%	5%	9%	3%	2%
> CCCc1cc(C(=O)Nc2cc(OC)ccc2OC)cs1
→ 38%	26%	-2	-7%	?	1%	-3%	-1%	0%
> COC(=O)c1ccc(Oc2ccc(C(F)(F)F)cn2)cc1
→ 83%[activator]	9%	-1	-12%	-4%	7%	-6%	17%	-7%
> COCCc1ncc(CN2CCCCC2C(=O)Nc2ccc(Oc3ccccc3)nc2)cn1 (centres undefined)
→ 22%	36%	-1	-15%	-6%	2%	7%	1%	i
> COc1ccc(Cl)cc1Nc1nc(N)nc(C(F)(F)F)n1
→ 35%[activator]	16%	8	-11%	-2%	-10%	-1%	-2%	-1%
> CCC(C)NC(=O)c1sc2nc(C)c(C(=O)Nc3ccc(C)cc3C)c(-c3ccc(NC(C)=O)cc3)c2c1N (centres undefined)
→ 32%	8%	-2	-19%	27%	4%	9%	31%[activator]	0%
> O=C(CCNC(=O)C1CCN(S(=O)(=O)c2ccc(F)cc2)CC1)NCc1ccncc1
→ 68%[activator]	22%[57.1 µM]	-3	-15%	3%	-7%	4%[57.1 µM]	-7%	i
> Cc1ccc(C(=O)NCc2nnc(SCC(=O)Nc3ccccc3)n2C)cc1
→ 23%	-15%	2	-12%	-1%	7%	-11%	2%	1%
> Cc1ccc(CNc2nc3c([nH]2)c(=O)n(C)c(=O)n3C)cc1
→ 12%	8%	-6	10%	1%	25%	-6%[2.29 µM]	1%	-2%
> Cc1ccc(NS(=O)(=O)c2ccc(-c3ccc(=O)[nH]n3)o2)cc1
→ 21%	12%	-1	-7%	1%	-4%	6%	-16%	-15%
> O=C(NCCCc1nc2ccccc2[nH]1)c1ccco1
→ 36%	21%	0	-6%	-4%	-4%	11%	-8%	7%
> COc1ccc(-c2cccc([C@H]3[C@@H]4C=CC[C@@H](C)[C@@H]4C(=O)N3Cc3ccccc3)c2)cc1
→ 59%[activator]	-1%	-2	-27%	14%	5%	3%	0%	-1%
> CCCCCCSC1=C(C#N)C(c2ccc(C)o2)CC(=O)N1 (centres undefined)
→ 21%	?	1	-13%	0%	-9%	-1%	9%	-3%
> CC(C)CN(Cc1cc(=O)oc2cc3c(cc12)CCCC3)CC(C)C
→ 74%[activator]	29%	-2	-22%	3%	1%	1%	14%	-7%
> CCc1nn(CC(=O)NCCCN(CC)CC)c(=O)c2cc3sc(C)cc3n12
→ 2%&46%	17%&6%	8&0	-22%&-28%	-5%&-5%	-1%&-13%	7%&-3%	5%	i
> COc1ccc2oc(C(=O)N(Cc3ccco3)Cc3cccs3)c(C)c2c1
→ 38%	-14%	2	-9%	?	-3%	8%	3%	-7%
> COc1cccc(NC(=O)CCNS(=O)(=O)c2cccc3nsnc23)c1
→ 29%	-1%[57.1 µM]	-3	1%	-14%	0%	-3%	-1%	-1%
> O=C(CSc1nnc(-c2ccccc2)o1)c1nnc(-c2ccccc2)o1
→ -27%	-21%	-20	?	49%[activator]	7%	-6%	7%	-3%

The list is partial (hit frequency here may not be typical).
